NCI-60 one-dose screen, 48 h, at 10 µM unless noted. Numbers give growth in % (100 = growth as untreated, 0 = no growth, -100 = all killed).
DU-145: DU-145 prostate cancer | 81,000 tested, 4.2% active | AID 1794760
SF-268: SF-268 CNS cancer cells; AID 1794759; 82,000 tested, 3.1% active
PC-3: PC-3 prostate cancer cells | 80,000 tested, 3.9% active | AID 1794754
OVCAR-8: OVCAR-8 ovarian cancer; 81,000 tested, 4.4% active
SF-295: SF-295 CNS cancer cells. 79,000 tested, 5.6% active
SNB-19: SNB-19 CNS cancer cells | 81,000 tested, 2.5% active
U251: U251 CNS tumor cells. 80,000 tested, 5.4% active
SF-539: SF-539 CNS cancer; 81,000 tested, 6.8% active; AID 1794752
Active calls of the source: *. How the source made its calls: active means growth percent below 10; inactive means the rest.

For CCN(CC)CCSCCCNc1c(C)cnc2cc(Cl)ccc12 the results were DU-145 88, SF-268 81, PC-3 85, OVCAR-8 93, SF-295 90, SNB-19 104, U251 84 and SF-539 71.
CN(C)c1ccc(Nc2cc(-c3cccc(OC(F)(F)F)c3)nc3ccc(N4CCCC4)cc23)cc1 was read as DU-145 50, SF-268 -13*, PC-3 18, OVCAR-8 -27*, SF-295 108, SNB-19 66, U251 -59* and SF-539 92.
Screening Cc1ccc(Cc2cnc(NC(=O)CN3C(=O)S/C(=C\c4ccc(Cl)cc4Cl)C3=O)s2)cc1 returned DU-145 111, SF-268 103, PC-3 98, OVCAR-8 106, SF-295 95, SNB-19 101, U251 104 and SF-539 94.
Screening CCCCCCCCCCCCCCC1CC(=O)OC1=O (stereo unspecified) returned DU-145 113, SF-268 103, PC-3 89, OVCAR-8 97, SF-295 97, SNB-19 103, U251 95 and SF-539 93.
For C=CCn1cc(-c2nc3ccccc3s2)c2cc(-c3ccc4c5c(cccc35)C(=O)N(Cc3ccccc3)C4=O)ccc21 the results were DU-145 106, SF-268 91, PC-3 100, OVCAR-8 101, SF-295 100, SNB-19 93, U251 101 and SF-539 103.
COc1ccc(/C=C/C(=O)Nc2cccnc2Nc2ccc(F)cc2)cc1OC was read as DU-145 118, SF-268 110, OVCAR-8 92, SF-295 97, SNB-19 93, U251 90 and SF-539 98.
For Cc1nc2sccn2c1-c1nnc(SCc2ccccc2)o1 the results were DU-145 97, SF-268 105, PC-3 82, OVCAR-8 96, SF-295 82, SNB-19 81, U251 83 and SF-539 93.
CCS(=O)(=O)Oc1ccc2c3c(c(=O)oc2c1)CCCCC3 was read as DU-145 101, SF-268 101, PC-3 92, OVCAR-8 97, SF-295 93, SNB-19 107, U251 98 and SF-539 90.
Screening O=C(/C=C/c1ccc(F)cc1)c1ccc(Nc2nc(N3CCCCC3)nc(N3CCCCC3)n2)cc1 returned DU-145 115, SF-268 104, PC-3 100, OVCAR-8 103, SF-295 101, SNB-19 103, U251 99 and SF-539 102.
Screening Cc1cnc2c(=O)[nH]c(N)nc2n1 returned DU-145 114, SF-268 114, PC-3 105, OVCAR-8 118, SF-295 126, SNB-19 115, U251 111 and SF-539 115.
`O=S(=O)(Nc1cc(Cl)ccc1Cl)c1ccc(-c2cnc(C3CC3)o2)cc1` gave DU-145 71, SF-268 50, PC-3 38, OVCAR-8 56, SF-295 25, SNB-19 32, U251 30 and SF-539 25.
COc1cc(OC)c2c(c1Cl)O[C@]1(C2=O)C(OCc2ccccc2)=CC(=O)C[C@H]1C was read as DU-145 15, SF-268 21, PC-3 6.5*, SF-295 -58*, SNB-19 36 and SF-539 -16*.
Screening CCOP(=O)(OCC)c1nc(-c2ccccc2)oc1NCCC(=O)O returned DU-145 106, SF-268 99, PC-3 103, OVCAR-8 105, SF-295 108, SNB-19 99, U251 99 and SF-539 95.
Cc1cc(Cc2cc(C)c(O)c(CO)c2)cc(CO)c1O was read as DU-145 138, SF-268 113, OVCAR-8 100, SF-295 102, SNB-19 102, U251 100 and SF-539 114.
For CC(C)/C(=N/O)c1ccccc1 the results were DU-145 114, SF-268 112, PC-3 102, OVCAR-8 110, SF-295 103, SNB-19 102, U251 112 and SF-539 95.
Screening Cc1cc(NCC(=O)Nc2ccc(-c3nc4ccccc4s3)cc2)no1 returned DU-145 96, SF-268 87, PC-3 97, OVCAR-8 96, SF-295 96, SNB-19 97, U251 88 and SF-539 105.
Cc1cc(C#Cc2ccccc2)ccc1-n1c(/C=C/c2cc(O)ccc2O)nc2ccccc2c1=O was read as DU-145 2.3*, SF-268 5.1*, PC-3 3.5*, OVCAR-8 16, SF-295 -15*, SNB-19 27, U251 5.9* and SF-539 -21*.
Screening Cc1ccc(S(=O)(=O)c2nc(-c3ccccc3)oc2Sc2nc3ccccc3[nH]2)cc1 returned DU-145 91, SF-268 74, PC-3 67, OVCAR-8 91, SF-295 58, SNB-19 96, U251 87 and SF-539 83.
N#Cc1c(-c2ccc(F)cc2)nc(N=Nc2c(O)[nH]c3ccccc23)[nH]c1=O was read as DU-145 112, SF-268 99, PC-3 94, OVCAR-8 102, SF-295 97, SNB-19 98, U251 99 and SF-539 97.
Cc1cccc(NC(=O)CN2CCN(c3ncnc4c3cnn4-c3ccccc3)CC2)c1 was read as DU-145 97, SF-268 88, PC-3 63, OVCAR-8 96, SF-295 117, SNB-19 83, U251 89 and SF-539 102.

The final five entries of the part before come first, to join the parts:
Screening Cc1cc(NCC(=O)Nc2ccc(-c3nc4ccccc4s3)cc2)no1 returned DU-145 96, SF-268 87, PC-3 97, OVCAR-8 96, SF-295 96, SNB-19 97, U251 88 and SF-539 105.
Cc1cc(C#Cc2ccccc2)ccc1-n1c(/C=C/c2cc(O)ccc2O)nc2ccccc2c1=O was read as DU-145 2.3*, SF-268 5.1*, PC-3 3.5*, OVCAR-8 16, SF-295 -15*, SNB-19 27, U251 5.9* and SF-539 -21*.
Screening Cc1ccc(S(=O)(=O)c2nc(-c3ccccc3)oc2Sc2nc3ccccc3[nH]2)cc1 returned DU-145 91, SF-268 74, PC-3 67, OVCAR-8 91, SF-295 58, SNB-19 96, U251 87 and SF-539 83.
N#Cc1c(-c2ccc(F)cc2)nc(N=Nc2c(O)[nH]c3ccccc23)[nH]c1=O was read as DU-145 112, SF-268 99, PC-3 94, OVCAR-8 102, SF-295 97, SNB-19 98, U251 99 and SF-539 97.
Cc1cccc(NC(=O)CN2CCN(c3ncnc4c3cnn4-c3ccccc3)CC2)c1 was read as DU-145 97, SF-268 88, PC-3 63, OVCAR-8 96, SF-295 117, SNB-19 83, U251 89 and SF-539 102.
`CC(C)=Cc1oc2c3c(c(O)c4ccccc4c(=O)c13)C(=O)c1ccccc1-2` gave DU-145 108, SF-268 99, PC-3 91, OVCAR-8 103, SF-295 97, SNB-19 108, U251 95 and SF-539 93.
For NC(=O)C(=Cc1ccc(Cl)cc1)C(N)=O the results were DU-145 40, SF-268 85, PC-3 70, OVCAR-8 66, SF-295 72, SNB-19 78, U251 69 and SF-539 56.
`COc1c2c(c(OC)c3occc13)OC(C)=C1SC(N)=C(C#N)C12` (stereo unspecified) gave DU-145 114, SF-268 98, PC-3 94, OVCAR-8 94, SF-295 117, SNB-19 99, U251 98 and SF-539 93.
`CC1=NN(c2nc(-c3ccccc3)c(C#N)c(=O)n2C)C(=O)C1N=Nc1ccc(C(=O)O)cc1` (stereo unspecified) gave DU-145 105, SF-268 95, PC-3 90, OVCAR-8 121, SF-295 262, SNB-19 100, U251 104 and SF-539 102.
For COc1cc(CNC(=O)CCCC/C=C/C(C)C)ccc1OCc1cn(-c2cccc(Cl)c2)nn1 the results were DU-145 96, SF-268 82, PC-3 84, OVCAR-8 57, SF-295 91, SNB-19 60, U251 69 and SF-539 82.
Screening O=C(Cn1cc(COn2nnc3ccccc32)nn1)Nc1ccc([N+](=O)[O-])cn1 returned DU-145 118, SF-268 95, PC-3 95, OVCAR-8 101, SF-295 109, SNB-19 94, U251 101 and SF-539 99.
For CC[C@@H](C(=O)[C@@H](C)[C@@H](O)[C@H](C)[C@@H]1O[C@@H]([C@@H](CC)C(=O)NCCc2ccc(F)cc2)CC[C@@H]1C)C1O[C@]2(C=CC(=O)[C@]3(CC[C@@](C)([C@H]4CC[C@](O)(CC)[C@H](C)O4)O3)O2)[C@H](C)C[C@@H]1C (stereo partly specified) the results were DU-145 50, SF-268 24, PC-3 8.7*, OVCAR-8 32, SF-295 18, SNB-19 26, U251 28 and SF-539 48.
`O=C(CC(=O)C(F)(F)C(F)(F)C(F)(F)F)c1csc2ccccc12` gave DU-145 68, SF-268 73, PC-3 62, OVCAR-8 65, SF-295 51, SNB-19 77, U251 60 and SF-539 99.
Cc1c(C(=O)Nc2nc3ccccc3s2)cnn1-c1c(F)cccc1F was read as DU-145 96, SF-268 96, PC-3 68, OVCAR-8 101, SF-295 101, SNB-19 94, U251 76 and SF-539 97.
For CCOC(=O)C(CC(C)=O)c1ccccc1 (stereo unspecified) the results were DU-145 108, SF-268 99, PC-3 101, OVCAR-8 104, SF-295 75, SNB-19 108, U251 66 and SF-539 110.
`C/C=C(\C)C(C(=O)NC1CCCCC1)N(C(=O)C1CCc2cc(F)ccc2O1)c1cc(Cl)cc(Cl)c1` (stereo unspecified) gave DU-145 104, SF-268 92, PC-3 88, OVCAR-8 98, SF-295 98, SNB-19 97, U251 99 and SF-539 100.
Screening CN(C)c1ccc2nc3ccc(=N)cc-3sc2c1 returned DU-145 87, SF-268 54, PC-3 12, OVCAR-8 3.4*, SF-295 86, SNB-19 81 and SF-539 -11*.
Screening Nc1ccc2[nH]c(=S)[nH]c2c1 returned DU-145 117, SF-268 101, PC-3 93, OVCAR-8 99, SF-295 105, SNB-19 102, U251 103 and SF-539 106.
C/C(CCC(=O)O)=N\NC(N)=O was read as DU-145 112, SF-268 107, PC-3 105, OVCAR-8 104, SF-295 95, SNB-19 105, U251 111 and SF-539 100.
Screening Cc1ccc(C=O)cc1 returned DU-145 113, SF-268 109, PC-3 112, OVCAR-8 106, SF-295 117, SNB-19 100, U251 108 and SF-539 95.
Screening O=C(O)c1ccc([N+](=O)[O-])cc1Sc1ccsc1 returned DU-145 114, SF-268 104, PC-3 96, OVCAR-8 103, SF-295 93, SNB-19 102, U251 97 and SF-539 97.
For N#Cc1nnc2cc(-c3ccccc3)nn2c1C1CC1 the results were DU-145 104, PC-3 81, OVCAR-8 95, SF-295 84, U251 101 and SF-539 87.
`CN1C(=O)N(C)C2NC(N/N=C/c3ccc(Br)cc3)=NC21` (stereo unspecified) gave DU-145 106, SF-268 98, PC-3 98, OVCAR-8 102, SF-295 101, SNB-19 97, U251 98 and SF-539 92.
For O=C1/C=C/[C@@H](O)[C@@H]2C[C@@H](O)C[C@H]2/C=C/CCC[C@H]([C@H](O)CO)O1 the results were DU-145 116, SF-268 105, PC-3 95, OVCAR-8 100, SF-295 99, SNB-19 92, U251 101 and SF-539 106.
Nc1c(C(=O)c2ccccc2)nnc2ncnn12 was read as DU-145 106, SF-268 102, PC-3 98, OVCAR-8 107, SF-295 103, SNB-19 105, U251 96 and SF-539 117.

3 records drawn at random from those above, as already listed:
`COc1c2c(c(OC)c3occc13)OC(C)=C1SC(N)=C(C#N)C12` (stereo unspecified) gave DU-145 114, SF-268 98, PC-3 94, OVCAR-8 94, SF-295 117, SNB-19 99, U251 98 and SF-539 93.
N#Cc1c(-c2ccc(F)cc2)nc(N=Nc2c(O)[nH]c3ccccc23)[nH]c1=O was read as DU-145 112, SF-268 99, PC-3 94, OVCAR-8 102, SF-295 97, SNB-19 98, U251 99 and SF-539 97.
Screening Cc1cc(NCC(=O)Nc2ccc(-c3nc4ccccc4s3)cc2)no1 returned DU-145 96, SF-268 87, PC-3 97, OVCAR-8 96, SF-295 96, SNB-19 97, U251 88 and SF-539 105.

Additional compounds.
`COc1ccc(/C=C/c2nc(Nc3cccc(C(C)=O)c3)c3ccccc3n2)cc1` gave DU-145 106, SF-268 92, PC-3 83, OVCAR-8 80, SF-295 76, SNB-19 98, U251 89 and SF-539 92.
For COc1ccc(NC(=O)c2ccc(NC3=C(c4ccccc4)C(=O)N(C)C3=O)cc2)cc1 the results were DU-145 88, SF-268 81, PC-3 76, OVCAR-8 91, SF-295 81, SNB-19 90, U251 82 and SF-539 89.
Screening O=C(c1ccc(F)c(Cl)c1)N1c2ccccc2Sc2ccccc21 returned DU-145 90, SF-268 67, PC-3 40, OVCAR-8 90, SF-295 64, SNB-19 77, U251 39 and SF-539 62.
For CNc1nc(SCc2ccc(F)cc2)ncc1C the results were DU-145 100, SF-268 97, PC-3 85, OVCAR-8 99, SF-295 94, SNB-19 100, U251 97 and SF-539 106.
`c1ccc2c([C@@H]3CCC[C@H](c4c[nH]c5ccccc45)c4c3[nH]c3ccccc43)c[nH]c2c1` gave DU-145 108, SF-268 94, PC-3 95, OVCAR-8 101, SF-295 107, SNB-19 106, U251 108 and SF-539 98.
For CCOC(=O)C1=C(N)Oc2c(sc3c(F)cccc23)C1c1ccc(F)cc1 (stereo unspecified) the results were DU-145 103, SF-268 92, PC-3 64, OVCAR-8 95, SF-295 99, SNB-19 93, U251 95 and SF-539 91.
COc1ccc(C(=O)/C=C/c2ccc(Cl)cc2)cc1S(=O)(=O)Nc1cccnc1 was read as DU-145 91, SF-268 89, PC-3 80, OVCAR-8 89, SF-295 97, SNB-19 81, U251 51 and SF-539 73.
For Cc1cc(C2(c3cc(C)c(O)c(Br)c3C)OS(=O)(=O)c3ccccc32)c(C)c(Br)c1O the results were DU-145 111, SF-268 85, PC-3 90, OVCAR-8 93, SF-295 102, SNB-19 91, U251 97 and SF-539 92.
Screening CCOC(=O)c1cc(C(C)=O)c2cc(C)ccn12 returned DU-145 105, SF-268 97, PC-3 101, OVCAR-8 102, SF-295 107, SNB-19 97, U251 102 and SF-539 98.
Cc1cc(F)ccc1S(=O)(=O)Nc1ccc(-c2cnc(N)[nH]2)cc1 was read as DU-145 102, SF-268 87, PC-3 93, OVCAR-8 96, SF-295 99, SNB-19 90, U251 94 and SF-539 94.
For Clc1ccc(-c2noc(/C=C\c3ccccc3)n2)cc1 the results were DU-145 108, SF-268 106, PC-3 102, OVCAR-8 99, SF-295 90, SNB-19 102, U251 91 and SF-539 101.
`CN1CC(c2ccccc2)C(C(=O)c2ccc(Br)cc2)C12C(=O)Nc1ccccc12` (stereo unspecified) gave DU-145 104, SF-268 91, PC-3 71, OVCAR-8 99, SF-295 94, SNB-19 90, U251 94 and SF-539 102.
Screening COc1cc(-c2nc(SCCC(C)C)nc(Nc3cccc(C)c3)c2C#N)cc(OC)c1OC returned DU-145 108, SF-268 104, PC-3 105, OVCAR-8 105, SF-295 101, SNB-19 105, U251 108 and SF-539 98.
COc1ccc(C2N(c3ccc(O)cc3)N=C(C(C)=O)N2[C@@H]2[C@@H](OC(C)=O)O[C@@H](COC(C)=O)[C@H](OC(C)=O)[C@H]2OC(C)=O)cc1 (stereo partly specified) was read as DU-145 100, SF-268 102, PC-3 96, OVCAR-8 114, SF-295 97, SNB-19 95, U251 110 and SF-539 100.

Bioassay records: PubChem BioAssay, NCI
